TCR activator = Activators of T cell receptors: qHTS campaign | primary human leukocytes, anti-CD3, IL-2 HTRF, 48 h | Potency, µM (top dose mostly 9.22 µM), inactives show at the highest dose activation of IL-2 secretion, actives largely listed as activators | 330,000 tested, under 10 active | AID 504894, 2011; also: % of control where 0% means no effect
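IL-2 release read by HTRF sandwich (Eu cryptate donor, d2 acceptor, 665 nm emission) after 48 hr exposure of primary human leukocytes to compound together with anti-CD3 beads in the absence of co-stimulatory signals.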
TSHR antagonist = Antagonists of the Thyroid Stimulating Hormone Receptor: HTS campaign. activity change, negative = inhibition, % at 11.5 µM. TSHR-expressing cells, TSH-stimulated cAMP HTRF, 2 h; active compounds read low. Thyrotropin receptor (Homo sapiens), P16473. 0.2% of 330,000 active. AID 504810, 2011;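 active = activity change below a set negative limit, meaning inhibition stronger than a set level, cut at about -70% in these data; inconclusive = activity change between two set negative limits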; also: % is scaled to controls: 0 for no effect and ±100 for the full control effect
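TSHR-expressing cells were treated with compounds, then stimulated with TSH at EC80 (4nM final) for 2 hours at 37 deg C. Cellular cAMP was measured by HTRF competition between lysate cAMP and cAMP-d2 for a cryptate-labelled anti-cAMP antibody.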
BCR signal inh = qHTS Assay to Find Inhibitors of Chronic Active B-Cell Receptor Signaling | ABC-DLBCL IkBa-CBG/CBR reporter, luminescence ratio, 4 h | Potency, µM (doses to about 46.1 µM), for inactives: at the top dose ratio change, negative = lower green/red ratio, actives largely listed as inhibitors | AID 493014, 2011 | 0.05% of 340,000 active; active = well fitted inhibition curve with a large enough effect in the signal ratio, with a control signal flat, not every such curve was filed as active; inconclusive = small, poorly fitted or top-dose-only effect, or effect the other way, or a change in a side signal; the % refers to the signal ratio;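 also: potency is read from the fitted curve at half-maximal effect; plate controls were basal doxycycline-induced cells for no effect and cells given 10 µM MG132 for full effect; MG132 reads +100%, hits lower the ratio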
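TMD8 human ABC-DLBCL cells with doxycycline-inducible IκBα–green luciferase fusion and unfused red luciferase, in 0.5% FBS medium; compounds up to 46 uM, 4 h at 37C. Green/red luminescence ratio, filter-overlap corrected, fitted to concentration-response curves.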
A-T KAP1 phos = qHTS Assay for Identifying a Potential Treatment of Ataxia-Telangiectasia; AID 485349, 2010; […] A-T fibroblasts, KAP-1 phosphorylation AlphaLISA; neocarzinostatin DNA damage 30 min before lysis; Potency, µM (top dose mostly 57.5 µM), inactives show at the top dose activation, actives largely listed as activators; 0.19% of 320,000 active; also: potency is read from the fitted curve at half-maximal effect; % of control where 0% means no effect; nearly all actives have a fitted effect of over 45% in size
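hTERT-immortalized A-T patient fibroblasts ([…]), 500 cells/well in OPTI-MEM, 1% FBS, got compounds for 60 min, then NCS for 30 min at 37C. Lysates were then assayed for phospho-KAP-1 by AlphaLISA (anti-pKAP1 donor, anti-KAP1 acceptor beads), 6 hr at 25C.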
S-ASM inh = Inhibitors of Secretory Acid Sphingomyelinase (S-ASM): qHTS; Sphingomyelin phosphodiesterase (Homo sapiens), P17405; placental ASM, HMU-PC fluorogenic substrate, 60 min; Potency, µM (titrated, usually from 57.5 µM), inactives show top-dose activity change, negative = inhibition, actives largely listed as inhibitors; 0.006% of 340,000 active; also: potency is read from the fitted curve at half-maximal effect
Target sequence (P17405 47-631 limits assumed): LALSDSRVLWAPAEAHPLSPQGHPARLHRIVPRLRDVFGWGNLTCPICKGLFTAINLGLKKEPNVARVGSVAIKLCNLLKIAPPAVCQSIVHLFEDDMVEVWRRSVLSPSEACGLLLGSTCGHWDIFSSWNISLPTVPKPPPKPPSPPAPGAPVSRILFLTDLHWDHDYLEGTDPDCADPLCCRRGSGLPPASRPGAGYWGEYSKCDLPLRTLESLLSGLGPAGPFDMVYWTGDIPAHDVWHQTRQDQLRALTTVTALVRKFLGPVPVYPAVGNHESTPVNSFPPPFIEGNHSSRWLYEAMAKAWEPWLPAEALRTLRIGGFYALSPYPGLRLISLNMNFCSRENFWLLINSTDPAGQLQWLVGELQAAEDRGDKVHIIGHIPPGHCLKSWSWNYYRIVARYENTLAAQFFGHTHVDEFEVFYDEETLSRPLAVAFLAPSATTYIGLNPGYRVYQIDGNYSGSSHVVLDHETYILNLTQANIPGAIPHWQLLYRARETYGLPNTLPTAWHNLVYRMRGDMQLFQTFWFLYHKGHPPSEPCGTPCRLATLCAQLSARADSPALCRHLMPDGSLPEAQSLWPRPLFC
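Human placenta-derived ASM preincubated with compound 10 min at room temperature, then reacted with 9 uM (final) fluorogenic HMU-PC substrate for 60 min at 37 C. Stop solution raises pH to 10; fluorescence read at Ex 386/Em 447 nm.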
Eya2 inh = qHTS Assay for Inhibitors of the Phosphatase Activity of Eya2 | recombinant Eya2, OMFP fluorescence dephosphorylation (OMFP is methylfluorescein phosphate) | 0.006% of 330,000 active | Protein phosphatase EYA2 (Homo sapiens), O00167 | Potency, µM (series often up to 76.9 µM), without a hit: top-dose activity, negative = inhibition, actives largely listed as inhibitors | AID 488837, 2010; also: potency is read from the fitted curve at half-maximal effect; % is scaled to controls: 0 for no effect and ±100 for the full control effect
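Eya2 protein (added as 0.2 uM solution) was preincubated with compound for 10 min at ambient temperature in 50 mM HEPES pH 7.5, 50 mM NaCl, 5 uM MgCl2, 0.05% BSA, 1 mM DTT. OMFP (added at 50 uM) then reacted 10 min; fluorescence read at 485/525 nm.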
Mito fusion yeast = qHTS Assay for Small Molecule Inhibitors of Mitochondrial Division or Activators of Mitochondrial Fusion. S. cerevisiae fusion-defective mutant growth rescue, CellTiterGlo 48 h. Potency, µM (doses to about 46.1 µM), for inactives: at the top dose growth rescue (activation), most hits filed as activators. 0.23% of 320,000 active. AID 485298, 2010;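 also: potency is read from the fitted curve at half-maximal effect; % of control where 0% means no effect; nearly all actives have a fitted effect of over 45% in size; temperature-sensitive fusion mutants such as fzo1-1 at 37 °C on non-fermentable ethanol glycerol medium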
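Luminescent cell viability in 1536-well qHTS format served as the measure of rescued growth in ts fusion-mutant S. cerevisiae cultured on non-fermentable YPEG for 48 hours at 37C.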
ELG1 DNA repair = qHTS screen for small molecules that inhibit ELG1-dependent DNA repair in human embryonic kidney (HEK293T) cells expressing luciferase-tagged ELG1; HEK293T ELG1-luciferase reporter, luminescence, 16 h; DNA damage induced by 5-fluorouridine; Potency, µM (series often up to 46.1 µM), inactives show at the highest dose activity change, negative = inhibition, most hits filed as inhibitors; 2.3% of 330,000 active; AID 504467, 2011; also: potency is read from the fitted curve at half-maximal effect; % is scaled to controls: 0 for no effect and ±100 for the full control effect; nearly all actives have a fitted effect of over 55% in size
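5-Fluorouridine DNA damage + compound/DMSO, 2,000 cells/well, 16 h, 37 °C/5% CO2. ONE-Glo, 30 min RT, luminescence. Readout = decrease in reporter signal.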
Integrin act MD = qHTS for Activators of Integrin-Mediated Alleviation for Muscular Dystrophy; alpha7betagal myoblasts, beta-gal FDG fluorescence, 48 h; Potency, µM (doses to about 38.3 µM), for inactives: at the top dose activation, actives largely listed as activators; 0.064% of 350,000 active;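 also: potency is read from the fitted curve at half-maximal effect; 100% = response of the positive control SU9516; nearly all actives have a fitted effect of over 60% in size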
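alpha7betagal+/- myoblasts (passage 13, 250/well) treated 48 h at 37C with compounds at 1:260 dilution of DMSO stock. Lysed, then beta-galactosidase activity read as FDG fluorescence (ex 480/em 540) after 30 min, with pre-read for autofluorescence.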
TSG101-PTAP inh = qHTS Assay for Iinhibitors of HIV-1 Budding by Blocking the Interaction of PTAP/TSG101. Tumor susceptibility gene 101 protein (Homo sapiens), Q99816. Fluorescence polarization, FITC-PTAP peptide / Tsg101 binding. Potency, µM (doses to about 115 µM), inactives show top-dose activity change, negative = inhibition, most hits filed as inhibitors. 340,000 tested, under 10 active. AID 493005, 2010; active = well fitted inhibition curve with a large enough effect in the main read-out, with a control signal flat, not every such curve was filed as active; inconclusive = small, poorly fitted or top-dose-only effect, or effect the other way, or a change in a side signal; inactive = no such curve, though single readings can be large or run the other way; also: potency is read from the fitted curve at half-maximal effect; % of control where 0% means no effect
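Fluorescence polarization binding of Tsg101 binding domain (10 uM final) to FITC-labeled PTAP peptide (50 nM final) in HEPES pH 7.5 buffer with NaCl, Tween 20, EDTA, TCEP. Compounds added before peptide; binding 20 min at RT.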
Tb PFK block = qHTS Assay to Find Inhibitors of T. brucei phosphofructokinase | Potency, µM (series often up to 57.5 µM), for inactives: top-dose activity, negative = inhibition, usual class: inhibitors | AID 485367, 2010 | 0.17% of 330,000 active | T. brucei PFK, ADP-Glo luminescence | ATP-dependent 6-phosphofructokinase (Trypanosoma brucei brucei), O15648;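 also: potency is read from the fitted curve at half-maximal effect; 0% = uninhibited 1x PFK enzyme wells and -100% = no-enzyme wells; nearly all actives have a fitted effect of over 60% in size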
Target sequence (O15648 whole entry, looked up): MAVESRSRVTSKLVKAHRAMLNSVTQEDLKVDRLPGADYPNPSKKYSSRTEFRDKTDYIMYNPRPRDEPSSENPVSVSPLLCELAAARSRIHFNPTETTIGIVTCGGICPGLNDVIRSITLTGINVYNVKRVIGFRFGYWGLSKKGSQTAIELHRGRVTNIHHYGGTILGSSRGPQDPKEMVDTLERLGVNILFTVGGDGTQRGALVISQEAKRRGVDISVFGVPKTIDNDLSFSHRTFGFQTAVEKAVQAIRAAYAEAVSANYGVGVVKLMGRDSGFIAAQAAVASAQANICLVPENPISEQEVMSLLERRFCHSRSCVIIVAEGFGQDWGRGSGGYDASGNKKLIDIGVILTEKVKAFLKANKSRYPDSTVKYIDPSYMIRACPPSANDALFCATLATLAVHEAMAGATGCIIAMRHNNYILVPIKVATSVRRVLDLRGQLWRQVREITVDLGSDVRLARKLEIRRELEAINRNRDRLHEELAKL
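1.25 nM PFK with 0.5 mM F6P and 0.1 mM ATP in 0.1 M TEA pH 8.0, 5 mM MgCl2, incubated 45 min at room temperature; ADP measured by ADP-Glo luminescence; compounds titrated up to 57 uM.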
Active calls of the source: *; ? = inconclusive; · = not tested or not shown; [ ] = remark or other dose. Unless noted, calls follow the shape of the dose curve; as a rule, active = well fitted curve in the direction sought with a large enough effect; inconclusive = small, poorly fitted or top-dose-only effect, or another doubt; inactive = no such curve, though single readings can be large; an effect the other way counts as inactive or inconclusive.

Compound | TCR activator | TSHR antagonist | BCR signal inh | A-T KAP1 phos | S-ASM inh | Eya2 inh | Mito fusion yeast | ELG1 DNA repair | Integrin act MD | TSG101-PTAP inh | Tb PFK block
CCOC(=O)C1CCN(C(=O)COC(=O)C2CCN(S(=O)(=O)c3ccc4c(c3)OCCO4)CC2)CC1 | -26% | -13 | 2% | -8% | -2% | 17% | 3% | 2% | 12% | -4% | -1%
CCCCN(C)CCNC(=O)c1ccc(Cn2c(=S)[nH]c3ccc(Br)cc3c2=O)cc1 | 0% | 10 | ? | -6% | -2% | -1% | 7% | 24% | -57%[inhibitor] | -4% | -7%
COc1cc(NS(=O)(=O)c2ccc(NC(=S)NC(=O)/C=C/c3ccc(F)cc3)cc2)ncn1 | -5% | 15 | ? | 11% | -17% | -5% | -3% | -5% | 13% | -6% | 0%
CCCCSc1nc(SCC(=O)NCc2ccco2)c2c3c(sc2n1)COC(C)(CC)C3 (configuration not stated) | 4% | -8 | -2% | 0% | 3% | 0% | -2% | ? | 19% | 0% | -3%
COC(=O)c1ccc(NC(=S)Nc2ccccc2)cc1 | 0% | -1 | ? | -4% | 1% | 2% | -6% | 25% | -20% | -10% | 0%
Cc1cc(Cl)c(O)c(-n2nc3ccccc3n2)c1 | -1% | 0 | -5% | -2% | -2% | -5% | -1% | ? | 4% | -2% | -5%
Cc1c(C(=O)N(C)CCCCN2CCOCC2)oc2c(F)cccc12 | 0% | 4 | -5% | 2% | -1% | 3% | 0% | ? | 1% | 0% | -3%
NC(=O)[C@H]1CC2(CC(c3cccc(NC(=O)[C@H]4CCC(=O)N4)c3)=NO2)CN1C(=O)CC(c1ccccc1)c1ccccc1 (some centres not stated) | 1% | 6 | -2% | 6% | 0% | 11% | 23% | 1% | 26% | -3% | 1%
COc1ccc(S(=O)(=O)N2CCCCCC2)cc1C(=O)N(C)CC(=O)Nc1ccc(F)cc1 | 0% | 7 | ? | 0% | 5% | -3% | 0% | 16% | 0% | -1% | -11%
O=C(O/N=C(\c1ccccc1)c1ccccn1)c1ccc(Cl)c(Cl)c1 | 0% | -6 | -1% | 6% | -11% | -19% | ? | 6% | 4% | -1% | 3%
CCN(CC)c1ccc(C2C(C(=O)OC(C)C)C(=O)CC(C)(O)C2C(=O)OC(C)C)cc1 (configuration not stated) | · | -19 | 2% | · | -2% | 29% | -3% | ? | 16% | -4% | -2%
CCOc1cc(S(=O)(=O)N2CCC(C(N)=O)CC2)ccc1F | -4% | 16 | -6% | 5% | 3% | 17% | -1% | -1% | 3% | -4% | -5%
O=c1nc(Nc2cccc(Cl)c2)oc2cc(Cl)oc(=O)c12 | 4% | -3 | ? | 1% | 13% | -7% | -2% | ? | 25% | -1% | 1%
COc1ccc(/C=C/C(=O)NCC2COc3ccccc3O2)cc1OC (configuration not stated) | -3% | 7 | ? | 1%[11.5 µM] | -4% | 1% | -3% | -7% | -9% | -1% | 0%
COc1cccc(N2CCN(C(=O)CN(c3cc(C)cc(C)c3)S(=O)(=O)c3c(C)noc3C)CC2)c1 | 2% | -1 | ? | 9% | -1% | -2% | -4% | ? | -20% | 0% | -6%
CCCOCC(O)CCc1n[nH]c(=S)n1-c1ccccc1 (configuration not stated) | -7% | 3 | 2% | -8% | 2% | 1% | 6% | 6% | 29% | -3% | -3%
COc1cc2c(cc1OC)C(c1cccs1)N(C(=O)c1ccncc1)CC2 (configuration not stated) | 0% | 1 | -27% | 3% | 2% | 3% | ? | -6% | -12% | -2% | 0%
Cc1ccccc1CS(=O)(=O)CCC(=O)N1CCN(c2ccc(N3CCOCC3)nn2)CC1 | · | -9 | ? | 12% | 211%[activator] | 8% | -1% | -7% | -9% | · | -2%
COc1ccc(NC(=O)CSc2nc(C3CC3)nc3ccccc23)c(OC)c1 | -3% | 6 | ? | -3% | -2% | -3% | 4% | -17% | -38% | 0% | 0%
O=C(Nc1nnc(-c2ccc(Br)cc2)o1)c1ccco1 | 1% | 8 | ? | -2% | 1% | 19% | 22% | ? | -19% | -4% | 6%
Cc1ccc(C(=O)N2CCN(c3ccc(NC(=O)c4cccnc4)cc3)CC2)cc1 | 3% | -10 | ? | -2% | 1% | 20% | -2% | ? | 8% | -3% | -2%
O=C(CN1CCN(S(=O)(=O)c2ccccc2)CC1)Nc1ccc([N+](=O)[O-])cc1 | 0%[46.1 µM] | 7 | 0% | 5% | 1% | 0% | 0% | 21µM* | 1% | -4% | -7%
CNCc1cn2cc(Cl)ccc2n1 | 1%[46.1 µM] | -8 | 9% | 0% | 8% | 3% | -2% | 14% | 15% | -3% | -8%
O=C(CCc1ccccc1)Nc1ccc(N2CCOCC2)cc1 | 0% | 13 | ? | 28% | 0% | 11% | 1% | ? | 5% | -4% | 6%
Cc1nc(NCCOc2ccccc2)sc1C(=O)Nc1ccccc1 | 2% | -4 | ? | -5% | -1% | 4% | -5% | ? | -49%[inhibitor] | -6% | 2%
Cc1cc(C)n2nc(-c3ccc(Br)cc3)cc2n1 | -7% | -3 | 0% | 10% | -13% | 1% | 4% | ? | -1% | -4% | 6%
CCCCc1nc2n[nH]c(N)c2c2c1CCCC2 | 7% | -7 | -10% | 1% | -2% | -8% | 8% | 9% | -1% | -5% | 2%
Cc1ccc(NC(=O)CS(=O)CC(=O)Nc2ccc(N3CCOCC3)cc2)cc1Cl (configuration not stated) | · | 24 | ? | 17% | 3% | -12% | 2% | ? | -17% | 4% | -16%
CC(C)(C)OC(=O)N1CCN(C(=O)c2nc[nH]c2C(=O)N2CCN(c3ccccc3)CC2)CC1 | -2% | -20 | -1% | 0% | 1% | 3% | -2% | 9% | -3% | -1% | -3%
Cc1c(OC(C)C(=O)NCc2ccncc2)ccc2c3c(c(=O)oc12)CCCC3 (configuration not stated) | 0% | 21 | 7% | · | 155% | -12% | 0% | ? | -20% | -10% | 1%
O=C(O)C1C2C=CC(O2)C1C(=O)Nc1ccccc1C(F)(F)F (configuration not stated) | 4% | -3 | ? | 3% | 2% | 8% | -2% | ? | -14% | -1% | 2%
Cc1cc(C)nc(N2CCCC(C(=O)Nc3ccc4c(c3)OCO4)C2)n1 (configuration not stated) | 0% | -8 | -12% | 0% | 3% | -25% | 3% | 2% | -20% | -1% | 5%
O=C(CN1C(=O)C2CCCCC2C1=O)Nc1ccc(S(=O)(=O)Nc2ncccn2)cc1 (configuration not stated) | -7% | 22 | ? | -1% | 1% | -1% | -7% | -2% | 20% | -1% | 6%
CCN(CC)S(=O)(=O)c1cccc(-c2nnc(SCc3ncc(-c4ccccc4)o3)n2C)c1 | 1% | -4 | ? | 4% | 2% | -14% | 1% | 21µM* | -13% | -14% | 1%
COc1ccccc1CNc1n[nH]c(NCc2ccccc2OC)n1 | -72% | 15 | -11% | 1% | 3% | -20% | -2% | 6% | 12% | 0% | -18%
CC(C)=CCN1CCN(Cc2c(C)nn(C)c2Cl)CC1CCO (configuration not stated) | 1% | 4 | -7% | 0% | -1% | -3% | -3% | 6% | -11% | -5% | 2%
O=C(Nc1ccccc1F)c1ccc(-c2cccc([N+](=O)[O-])c2)o1 | -2% | -14 | ? | 3% | -5% | 5% | 0% | ? | 12% | -1% | 5%

Assay outcomes as filed in PubChem.
